HIV peptide binding = cell-free HIV fusion peptide-binding blockers – biochemical, uHTS, fluorescence dequenching, primary screen (AID 1986); cell-free peptide binding, fluorescence dequenching, 30 min; higher % means a stronger effect; one-dose inhibition, % at 20 µM; IC50 in µM for titrated hits; 0.3% of 290,000 active; in the data active = inhibition mostly above about 52%, no sharp cut-off; inactive = mostly below about 76%; note: some results filed as inactive read as strong as hits
NOD2 inhibition = NOD2 signaling inhibitors, cell-based, luminescence, uHTS, HEK293 (AID 1566); HEK293 NOD2/NF-kB luciferase reporter, luminescence; higher % means a stronger effect; one-dose inhibition, % at 4 µM; EC50 in µM for titrated hits; 0.63% of 290,000 active; note: many of its hits are not listed in these tables
KOR beta-arrestin-1 = kappa opioid receptor activators – cell-based, luminescence, uHTS, primary screen (AID 1777). KOR beta-arrestin recruitment, luminescence; higher % means a stronger effect. activation, % at 10 µM; hits with a dose series show EC50 in µM. 0.02% of 280,000 active; in the data active = activation above about 50%, passing the limit was not always enough; note: a part of the inactive calls stands beside numbers as strong as those of hits
MgcRacGAP inhibition = MgcRacGAP GTPase-activating activity inhibitors, confirmation, biochemical, ADP Hunter fluorescence | one-dose inhibition, % at 30 µM; IC50 in µM for titrated hits | 0.6% of 340,000 active | MgcRacGAP-stimulated Rac1 GTP hydrolysis, ADP Hunter fluorescence; higher % means a stronger effect; GST-tagged Rac1 F28L mutant substrate;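 active = first-screen hits whose inhibition reached a set limit at any dose in the follow-up dose series; inconclusive = inhibition above the set first-screen limit but never retested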;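 note: fluorescence reports GDP produced by GAP-driven GTP hydrolysis; strong numbers were not always called active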
GPR55 LPI antagonism = GPR55 antagonists blocking LPI-driven arrestin recruitment, primary screen, imaging, U2OS, beta-arrestin-GFP, LPI agonist (AID 2013) | 0.13% of 290,000 active | U2OS GPR55 beta-arrestin-GFP translocation imaging, LPI antagonism; higher % means a stronger effect | inhibition, % at 10 µM; hits with a dose series show IC50 in µM;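 active = spots per cell inhibited over 60%, with over 100 cells counted and total cytoplasm intensity under 500,000; inconclusive = wells with under 100 cells, flagged as likely toxic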;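 note: U2OS cells stably carrying GPR55 and arrestin-GFP stimulated by 5 µM LPI near EC80; imaged beta-arrestin-GFP aggregate spots per cell after agonist stimulation; plate controls were LPI-stimulated DMSO wells for no effect and DMSO wells without LPI for full effect; some results filed as inactive read as strong as hits; confirmed hits need IC50 under 10 µM and bright autofluorescent wells are also inconclusive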
SV40 large T antigen = TAg ATPase/helicase activity blockers – biochemical (AID 1903) | SV40 large T antigen ATPase/helicase inhibition assay; higher % means a stronger effect | inhibition, % at 20 µM; hits with a dose series show IC50 in µM | 0.39% of 310,000 active; in the data active = a potency from the dose series; inconclusive = inhibition mostly from about 32% at the one dose, without a potency; inactive = the rest, 99 in 100 with inhibition below about 32%; note: strong numbers were not always called active
NOD1 NF-kB reporter = NOD1 signaling inhibitors, primary screen, cell-based, luminescence, uHTS (AID 1578); NOD1-driven NF-kB luciferase reporter cells, luminescence; higher % means a stronger effect; inhibition, % at 4 µM; hits with a dose series show EC50 in µM; 1% of 290,000 active; in the data active = inhibition mostly above about 36%, no sharp cut-off; inactive = mostly below about 34%;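 note: HEK-293T reporter cells stimulated with the NOD1 agonist gamma-tri-DAP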
KOR beta-arrestin-2 = KOR antagonists, beta-arrestin recruitment, cell-based, luminescence, uHTS (AID 1778); KOR beta-arrestin recruitment, luminescence, antagonist mode; higher % means a stronger effect; one-dose inhibition, % at 10 µM; IC50 in µM for titrated hits; 0.091% of 290,000 active; note: strong numbers were not always called active
GPR55 beta-arrestin = selective activators of receptor GPR55 – imaging, U2OS cells, beta-arrestin-GFP redistribution, primary screen (AID 1961); U2OS GPR55 beta-arrestin-GFP redistribution imaging; higher % means a stronger effect; one-dose activation, % at 10 µM; EC50 in µM for titrated hits; 0.048% of 290,000 active;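 active = activation above 40% with more than 50 cells counted in the well; inconclusive = wells holding fewer than 50 cells, flagged as toxic or sparse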;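 note: U2OS osteosarcoma cells stably expressing GPR55 and beta-arrestin-GFP; plate controls were DMSO negative control for no effect and LPI positive control for full effect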
* marks the source's active call; other numbers are inactive results; ? = inconclusive; . = not tested or not shown; [ ] = another dose, or the depositor's remark. Cut-off read from the data, not from the text of the source, unless noted: active = inhibition above about 50%; inactive = the rest. An excerpt; count on the stated rates, not on these rows.

Values run as follows: HIV peptide binding | NOD2 inhibition | KOR beta-arrestin-1 | MgcRacGAP inhibition | GPR55 LPI antagonism | SV40 large T antigen | NOD1 NF-kB reporter | KOR beta-arrestin-2 | GPR55 beta-arrestin
1: CCNC(=O)NC(=O)CSc1cccc(C(F)(F)F)c1
→ 1.9% | -2% | -5.9% | 3% | -13% | 17% | -19% | -34% | 0.2%
2: Cc1ccnc2nc(C(=O)OCC(=O)c3c[nH]c4ccccc34)nn12
→ 0.4% | 8% | 0.2% | 7% | 6% | 4% | -12% | -5% | 0.2%
3: CN(C)c1ccnc(-n2cccc2/C=N/OCc2ccc(F)cc2Cl)c1C#N
→ 2.5% | 18% | -3.7% | 9% | 6% | 3% | 8% | 12% | -0.1%
4: Cc1cccc(C)c1NC(=O)COC(=O)C1Cc2ccccc2CN1C(=O)c1ccccc1 (configuration not stated)
→ -0.2% | 9% | -3.9% | 7% | 10% | 4% | -12% | -3% | 0.0%
5: CN(C(=O)c1ccc(OC2CCN(S(=O)(=O)N(C)C)CC2)cc1)C1CCCCC1
→ 1.4% | 22% | 2.2% | 11% | -7% | 0% | -9% | 1% | -0.3%
6: Cc1ccc(S(=O)(=O)Nc2ccccc2C(=O)NCC2CCCO2)cc1 (configuration not stated)
→ 1.8% | 10% | 3.5% | . | 7% | 16% | -10% | -2% | -0.1%
7: Cc1nc2c(c(C)c1C#N)C(=O)c1ccccc1-2
→ 1.5% | 6% | 9.5% | 9% | -3% | 18% | -13% | 11% | -0.1%
8: O=C(NC1(C(F)(F)F)NC(=O)N(Cc2cccnc2)C1=O)c1ccc(F)cc1 (configuration not stated)
→ 0.5% | 8% | -2.0% | 15% | 19% | 5% | 12% | 1% | -0.1%
9: CCOC(=O)C1CCCN(S(=O)(=O)Cc2ccccc2)C1 (configuration not stated)
→ 1.2% | 6% | -4.7% | 5% | -3% | -4% | -20% | -13% | -0.2%
10: COc1cc(OC)cc(C(=O)N2CCN(C(=O)c3ccc(OC)c(OC)c3)CC2)c1
→ 1.7% | 7% | -5.3% | 4% | 7% | -2% | -43% | 22% | -0.1%
11: CCOc1ccccc1C1CC(c2ccc(Br)cc2)Nc2nc(N)nn21 (configuration not stated)
→ -1.7% | 3% | 6.3% | 3% | -11% | 6% | 9% | -66% | 1.1%
12: N=c1c(C(=O)NCC2CCCO2)cc2c(=O)n3ccccc3nc2n1C1CCCC1 (configuration not stated)
→ -1.2% | -2% | 0.6% | 9% | 1% | 7% | -34% | -24% | -0.1%
13: Cc1cnc(NC(=O)CSc2nnc(-c3ccccc3)n2Cc2ccccc2)s1
→ -0.2% | -4% | -4.5% | 4% | 16% | 5% | -8% | 12% | -0.3%
14: CCCCC(=O)Nc1ccc(C(N)=O)cc1
→ -0.6% | 3% | -1.6% | 2% | 0% | -4% | -8% | 23% | 0.4%
15: COc1ccc(OC)c(-c2cc(C(=O)N/N=C(\C)c3cccnc3)c3ccccc3n2)c1
→ -1.0% | 6% | 9.1% | 12% | -4% | 6% | -19% | -16% | -0.1%

Record cards, from the list above. Values in the order: HIV peptide binding | NOD2 inhibition | KOR beta-arrestin-1 | MgcRacGAP inhibition | GPR55 LPI antagonism | SV40 large T antigen | NOD1 NF-kB reporter | KOR beta-arrestin-2 | GPR55 beta-arrestin
Record of Cc1ccnc2nc(C(=O)OCC(=O)c3c[nH]c4ccccc34)nn12 : 0.4% | 8% | 0.2% | 7% | 6% | 4% | -12% | -5% | 0.2%
Record of COc1ccc(OC)c(-c2cc(C(=O)N/N=C(\C)c3cccnc3)c3ccccc3n2)c1 : -1.0% | 6% | 9.1% | 12% | -4% | 6% | -19% | -16% | -0.1%

Continued.
Values run as follows: HIV peptide binding | NOD2 inhibition | KOR beta-arrestin-1 | MgcRacGAP inhibition | GPR55 LPI antagonism | SV40 large T antigen | NOD1 NF-kB reporter | KOR beta-arrestin-2 | GPR55 beta-arrestin
16: CCOc1ccc(NC(=O)c2sc(N3CCOCC3)nc2-c2ccccc2)cc1
→ 1.9% | 6% | -2.1% | 0% | -5% | 10% | -3% | 1% | 0.5%
17: Cc1cc(Oc2ccc(Cl)cc2)nc(SCC(=O)c2ccccc2)n1
→ -0.3% | -7% | 3.5% | 3% | 4% | 12% | -28% | -42% | 0.6%
18: CC(=O)N1CCc2[nH]c3ccccc3c2C1
→ 22% | 11% | -9.6% | 1% | 9% | 13% | -12% | -20% | -0.2%
19: COCCNC(=O)Cn1nc(-c2ccccc2F)ccc1=O
→ 1.5% | -3% | -1.6% | -10% | 12% | . | -21% | -40%[20 µM] | -0.1%
20: Nc1nc(NC(=O)C(Cl)(Cl)Cl)nn1-c1ccccc1
→ 2.6% | 0% | 2.5% | 4% | 2% | 17% | -3% | -5% | -0.3%
21: Cc1ccc(-c2ccc(/C=N/c3ncn[nH]3)o2)cc1Cl
→ 7.1% | -17% | 11% | 11% | -8% | -1% | -35% | -64% | -0.1%
22: O=C(NC1CCCC1)C(c1ccncc1)N(C(=O)c1ccco1)c1ccc(Cl)cc1 (configuration not stated)
→ 1.5% | 4% | -7.4% | 8% | -4% | 15% | -19% | -8% | -0.2%
23: Cn1nccc1C(=O)Nc1ccc(Cl)cc1
→ -2.4% | -29% | 2.2% | -2% | 9% | 9% | 2% | 1% | 0.2%
24: CCN(CC)C(=O)c1c[nH]c2ccc(S(=O)(=O)Nc3cc(C)cc(C)c3)cc2c1=O
→ 5.8% | 6% | -4.4% | 7% | 4% | 1% | -8% | 34% | -0.3%
25: N#C/C(=C\c1c(N2CCC(C(N)=O)CC2)nc2ccccn2c1=O)S(=O)(=O)c1ccc(Cl)cc1
→ -1.5% | 21% | 0.9% | 10% | -6% | 6% | 3% | -2% | -0.6%
26: COC(=O)c1cccc(NC(=O)Nc2ccc(Cl)cc2Cl)c1
→ -0.8% | -16% | 5.3% | 1% | 1% | 5% | -4% | 31% | 0.3%
27: OC(COCc1ccco1)CN1CCN(C(c2ccccc2)c2ccccc2)CC1 (configuration not stated)
→ 1.5% | -41% | 11% | ? | 6% | 9% | 13% | 18% | -0.1%
28: CCOc1ccc(S(N)(=O)=O)cc1-c1nc2c(C(C)(C)C)nn(C)c2c(=O)[nH]1
→ -0.3% | 23% | 0.9% | 10% | -4% | 18% | 8% | 3% | 0.6%
29: COc1ccc(N2CCN(C(=O)c3ccc(C)cc3)CC2)c([N+](=O)[O-])c1
→ -3.9% | 10% | -2.8% | 6% | 14% | 13% | -8% | -8% | 0.2%
30: CC1C(=O)NN=C1C(=O)N/N=C/c1cccs1 (configuration not stated)
→ -1.0% | 1% | -2.4% | 17% | 11% | 30% | -45% | -17% | -0.2%

Next section:
#	molecule	HIV peptide binding	NOD2 inhibition	KOR beta-arrestin-1	MgcRacGAP inhibition	GPR55 LPI antagonism	SV40 large T antigen	NOD1 NF-kB reporter	KOR beta-arrestin-2	GPR55 beta-arrestin
31	O=C(C1=C(O)C(=O)N(CCN2CCOCC2)C1c1cccc(Br)c1)c1cccs1 (configuration not stated)	-2.3%	-1%	0.8%	10%	-2%	10%	12%	-1%	0.3%
32	NC(=O)c1ccc(N=C2C(=O)Nc3ccc([N+](=O)[O-])cc32)cc1	-1.3%	22%	-7.1%	14%	6%	24%	-13%	-194%[20 µM]	0.0%
33	FC(F)Sc1ccc(NC(=S)NC2CCCCC2)cc1	1.9%	-51%	-0.1%	10%	-1%	18%	20%	-12%	0.3%
34	Cn1cnc2cc(NS(=O)(=O)c3ccc(Br)cc3)ccc21	1.5%	2%	-1.3%	-1%	-5%	2%	-3%	12%	0.2%
35	C/C(=N\NC(=O)CCc1ccc(S(=O)(=O)N2CCOCC2)cc1)c1ccc(OC(F)F)cc1	-0.3%	12%	0.0%	-1%	12%	20%	-20%	-20%	-0.2%
36	N#C/C(=C\c1ccccc1)C(=O)NC(=O)Oc1ccccc1	13%	-2%	-7.2%	2%	3%	10%	-10%	1%	0.6%
37	CC1=C(C(=O)N(C)C)C(c2cccc(Cl)c2)NC(=O)N1 (configuration not stated)	-2.2%	0%	-0.2%	9%	8%	0%	-23%	6%	-0.1%
38	N=c1n(CCN2CCCCC2)c2ccccc2n1CC(=O)c1cccs1	-1.2%	12%	.	-1%	4%	17%	-8%	.	-0.1%
39	COc1ccc(S(=O)(=O)N2CCOCC2)cc1NC(=O)Cn1nnc2ccccc2c1=O	-1.5%	18%	-6.7%	2%	-2%	-3%	-24%	10%	-0.4%
40	COc1ccccc1/C=C/C(=O)Oc1cccc2cccnc12	-1.9%	-4%	-0.5%	5%	-12%	14%	-18%	18%	0.5%
41	CC1=C([N+](=O)[O-])C(c2ccccc2Cl)NC(=O)N1 (configuration not stated)	-1.6%	16%	-6.8%	10%	-23%	2%	-9%	6%[20 µM]	-0.1%
42	Cc1nn(C(=O)c2nn(C)cc2Cl)c(C)c1Br	-0.8%	12%	0.4%	2%	6%	11%	-7%	7%	0.3%
43	CCN1CCN(c2c(Cl)cccc2NC(=O)c2ccc3nsnc3c2)CC1	2.4%	20%	1.4%	8%	13%	3%	0%	-12%	-0.1%
44	O=C(Nc1ccccc1)c1ccccc1CC[N+](=O)[O-]	-2.7%	8%	-2.1%	-2%	8%	17%	4%	-34%	0.0%
45	CC1=C(C(=O)OC(C)C)C(c2ccc(C)o2)NC(=O)N1 (configuration not stated)	-2.2%	-1%	-1.3%	4%	9%	8%	-17%	1%	0.3%
46	CCn1c(C)nc2cc(NC(=O)Nc3cccc(C(C)=O)c3)ccc21	-2.0%	-8%	-3.4%	6%	2%	6%	28%*	43%	-0.1%
47	Cc1cc(NC(=O)CN2CCCCC2)no1	1.1%	8%	-2.5%	22%	-9%	2%	-46%	7%	-0.4%
48	CC(C)(C)N1CC(C(=O)O)CC1=O (configuration not stated)	-0.8%	5%	.	4%	13%	26%	-34%	3%[20 µM]	-0.1%
49	Cn1c(SCC(=O)Nc2ccccc2)nnc1C(F)(F)F	-1.4%	6%	-3.8%	4%	-2%	1%	-19%	-3%	0.2%
50	Cc1ccc(C(=O)N/C(=C\c2ccc3c(c2)OCO3)C(=O)Nc2ccc(C(=O)O)cc2)cc1	2.4%	-5%	-4.3%	-4%	16%	2%	-9%	30%	-0.3%

Compound activity (PubChem BioAssay)
